Screens (PubChem BioAssay)
MBNL1-CUG inh: inhibitors of human MBNL1 binding to CUG repeat RNA; Q9NR56; TR-FRET MBNL1-His/biotin-(CUG)12 binding, 665/545 ratio; Potency, µM (titrated, usually from 57.5 µM), without a hit: at the highest dose activity change, negative = inhibition, usual class: inhibitors; hit rate 0.036% among 280,000; active = well fitted inhibition curve with a large enough effect in the signal ratio, with a control signal flat, not every such curve was filed as active; inconclusive = small, poorly fitted or top-dose-only effect, or effect the other way, or a change in a side signal; inactive = no such curve, though single readings can be large or run the other way; the % refers to the signal ratio; also: potency is read from the fitted curve at half-maximal effect; % is scaled to controls: 0 for no effect and ±100 for the full control effect
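Ratiometric TR-FRET (665 over 545 nm, excitation 340 nm) tracks disruption of MBNL1-His/biotin-(CUG)12 complex after 60 min at room temperature, with compounds at 92 nM to 58 uM final.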
FBPA coupling cs: inhibits coupling enzyme system, counter-screen for aldolase hits | coupling enzyme system counterscreen, AmpLite Red fluorescence | activity change, negative = inhibition, % at 58.2 µM, hits read low | hit rate 0.67% among 290,000 | AID 2472; in the data active = activity change below about -30%; also: % is scaled to controls: 0 for no effect and ±100 for the full control effect
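Activity here indicates interference with the coupling reaction, not aldolase inhibition. Compounds at 57.5 uM final met coupling enzymes for 10 min at RT; substrate and AmpLite Red detection followed, with a 525/598 nm fluorescence read after 20 min.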
KCNH2 3.1 inh: KCNH2 3.1 (human) potassium channel inhibition; U2OS KCNH2 3.1, thallium flux FluxOr; hits give low values; activity change, % (tested at about 1.8 µM); hit rate 0.95% among 340,000; AID 720553;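 active = maximum activity change below -70%; inconclusive = maximum activity change from -70% to -50%; inactive = maximum activity change above -50%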;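 also: thallium influx rate constant from kinetic fluorescence after stimulation buffer; % is scaled to controls: 0 for no effect and ±100 for the full control effect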
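Steps: virus added to U2OS suspension (4 h, RT, dark); medium with 10% FBS added, cells plated, 37 C overnight; FluxOr/Red40 loading buffer 45 min RT; stimulation buffer, 2 min kinetic read; rate constant normalized.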
S-ASM inh: inhibitors of human secretory acid sphingomyelinase; P17405; placental ASM, HMU-PC fluorogenic substrate, 60 min; Potency, µM (highest dose often 57.5 µM), without a hit: at the top dose activity change, negative = inhibition, usual class: inhibitors; hit rate 0.006% among 340,000; AID 504937; also: potency is read from the fitted curve at half-maximal effect
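Fluorogenic HMU-PC substrate (9 uM final) is turned over by placental ASM in 60 min at 37 C after a 10 min compound preincubation. Reaction ended by alkaline stop (pH 10), with fluorescence read at 386/447 nm.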
hERG WT inh: blocks the wildtype human KCNH2 potassium channel | U2OS, BacMam KCNH2, thallium flux FluxOr; hits give low values | Q12809 | hit rate 0.37% among 340,000 | activity change, % at 1.84 µM;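 active = maximum activity change below -70%; inconclusive = maximum activity change between -70% and -50%; inactive = maximum activity change above -50%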; also: % is scaled to controls: 0 for no effect and ±100 for the full control effect
Target sequence (Q12809 whole entry, looked up): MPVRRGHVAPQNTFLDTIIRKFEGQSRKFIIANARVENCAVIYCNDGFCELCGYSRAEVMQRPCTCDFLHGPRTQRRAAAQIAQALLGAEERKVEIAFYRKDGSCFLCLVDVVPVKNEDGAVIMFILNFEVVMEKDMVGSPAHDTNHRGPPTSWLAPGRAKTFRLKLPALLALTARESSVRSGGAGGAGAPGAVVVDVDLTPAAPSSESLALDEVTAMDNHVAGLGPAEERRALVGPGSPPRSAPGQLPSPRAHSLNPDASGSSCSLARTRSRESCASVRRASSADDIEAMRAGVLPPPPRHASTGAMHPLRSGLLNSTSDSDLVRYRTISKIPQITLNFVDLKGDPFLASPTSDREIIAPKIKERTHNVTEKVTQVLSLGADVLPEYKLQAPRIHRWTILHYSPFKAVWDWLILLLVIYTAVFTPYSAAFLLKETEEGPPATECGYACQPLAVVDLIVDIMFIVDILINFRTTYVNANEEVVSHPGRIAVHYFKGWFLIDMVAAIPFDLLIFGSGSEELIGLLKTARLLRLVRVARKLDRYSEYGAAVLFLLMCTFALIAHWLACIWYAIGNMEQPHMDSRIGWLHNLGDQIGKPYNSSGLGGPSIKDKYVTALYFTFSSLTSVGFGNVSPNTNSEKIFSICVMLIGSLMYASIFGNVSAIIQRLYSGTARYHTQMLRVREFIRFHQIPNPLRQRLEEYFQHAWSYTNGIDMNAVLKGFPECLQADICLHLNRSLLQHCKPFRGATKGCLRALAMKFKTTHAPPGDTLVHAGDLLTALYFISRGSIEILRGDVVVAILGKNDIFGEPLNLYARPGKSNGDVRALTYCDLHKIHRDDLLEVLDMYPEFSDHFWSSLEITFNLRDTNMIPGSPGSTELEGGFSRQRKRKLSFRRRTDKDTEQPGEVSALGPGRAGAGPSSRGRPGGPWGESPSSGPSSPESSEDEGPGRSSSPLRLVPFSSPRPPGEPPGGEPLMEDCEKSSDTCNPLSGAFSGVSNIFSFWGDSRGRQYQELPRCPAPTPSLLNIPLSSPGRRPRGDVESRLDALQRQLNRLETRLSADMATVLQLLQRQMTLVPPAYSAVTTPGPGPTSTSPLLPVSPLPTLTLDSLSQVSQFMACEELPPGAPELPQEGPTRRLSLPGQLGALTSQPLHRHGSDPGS
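U2OS cells transduced with wild-type KCNH2 virus are loaded with FluxOr dye for 45 min, and thallium flux is measured in kinetic reads before and after stimulation buffer. Rate constants are normalized to DMSO controls.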
a7 integrin act: activators of alpha7 integrin expression for muscular dystrophy. alpha7betagal myoblasts, beta-gal FDG fluorescence, 48 h. hit rate 0.064% among 350,000. AID 624291. Potency, µM (doses to about 38.3 µM), for the others: at the top dose activation, usual class: activators;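 also: potency is read from the fitted curve at half-maximal effect; 100% = response of the positive control SU9516; nearly all actives have a fitted effect of over 60% in size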
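Alpha7betagal+/- myoblasts (passage 13) were plated 16-24 hr, then exposed to compounds (1:260 dilution of DMSO stock) for 48 hours at 37C. After MPER lysis, β-galactosidase reporter activity was read as FDG fluorescence (ex 480/em 540) after 30 minutes.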
CXXC DNA block: MLL CXXC-DNA interaction inhibition. Q03164. MLL-CXXC / FITC-HOXA9 DNA fluorescence polarization. Potency, µM (top dose mostly 115 µM), for inactives: top-dose activity change, negative = inhibition, actives largely listed as inhibitors. hit rate 0.037% among 290,000; active = well fitted inhibition curve with a large enough effect in the polarisation, with a control signal flat, not every such curve was filed as active; inconclusive = small, poorly fitted or top-dose-only effect, or effect the other way, or a change in a side signal; inactive = no such curve, though single readings can be large or run the other way; the % refers to the polarisation; also: potency is read from the fitted curve at half-maximal effect
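Fluorescence polarization: 7 uM MLL-CXXC (stock) preincubated 5 min with compounds, then 50 nM fluorescein-HOX-A9 DNA (stock) added; 30 min ambient. Buffer 50 mM Tris-HCl pH 7.5, 50 mM NaCl, 1 mM DTT, 0.05% BSA.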
AT treatment: potential ataxia-telangiectasia treatments restoring KAP-1 phosphorylation; […] A-T fibroblasts, KAP-1 phosphorylation AlphaLISA; neocarzinostatin DNA damage 30 min before lysis; Potency, µM (titrated, usually from 57.5 µM), for the others: top-dose activation, most hits filed as activators; hit rate 0.19% among 320,000; also: potency is read from the fitted curve at half-maximal effect; % of control where 0% means no effect; nearly all actives have a fitted effect of over 45% in size
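hTERT-immortalized A-T patient fibroblasts ([…]), 500 cells/well in OPTI-MEM, 1% FBS, got compounds for 60 min, then NCS for 30 min at 37C. Lysates were then assayed for phospho-KAP-1 by AlphaLISA (anti-pKAP1 donor, anti-KAP1 acceptor beads), 6 hr at 25C.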
TRPV1 ag: human TRPV1 agonism. activation, % at 8.33 µM. hit rate 0.19% among 320,000. Q8NER1. TRPV1-expressing cells, Fluo-8 calcium influx, agonist mode; in the data active = activation above about 80%; inconclusive = between about 30% and that limit; also: 0% is about no effect
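Fluo-8 calcium influx in TRPV1-expressing cells, kinetic read (ex 480/em 520 nm). Compound added and read 3 min for agonist activity, followed by capsaicin at EC20 final and 2 min further read for enhancement.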
GALK inhibitor: inhibitors of human galactokinase; hit rate 0.007% among 270,000; P51570; Potency, µM (titrated, usually from 57.5 µM), inactives show top-dose activity change, negative = inhibition, usual class: inhibitors; AID 1868; Purified GALK, Kinase-Glo residual ATP luminescence; also: potency is read from the fitted curve at half-maximal effect; % is scaled to controls: 0 for no effect and ±100 for the full control effect
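Kinase-Glo Plus luminescence measured ATP left after a 1 h room-temperature reaction. The reaction used 5 nM GALK, 100 uM galactose and 35 uM ATP at pH 8.0 (20 mM HEPES, 5 mM MgCl2, 60 mM NaCl, 1 mM DTT, 0.01% BSA).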
Starred values were filed as active, the others as inactive; ? = inconclusive; . = no result given; [ ] = remark or other dose. Unless noted, calls follow the shape of the dose curve; as a rule, active = well fitted curve in the direction sought with a large enough effect; inconclusive = small, poorly fitted or top-dose-only effect, or another doubt; inactive = no such curve, though single readings can be large; an effect the other way counts as inactive or inconclusive.

A first look (2 entries):
SMILES	MBNL1-CUG inh	FBPA coupling cs	KCNH2 3.1 inh	S-ASM inh	hERG WT inh	a7 integrin act	CXXC DNA block	AT treatment	TRPV1 ag	GALK inhibitor
O=C(/C=C/c1ccccc1[N+](=O)[O-])N1CCN(c2ccccc2F)CC1	?	0.3	-10.1	-1.9%	2.7	30.3%	-1.1%	-2.5%	7.9	-1.3%
COc1ccc(C2C(C#N)=C(C)NC3=C2C(=O)c2ccccc23)cc1 (configuration not stated)	?	-1.5	13.4	-13.6%	2.3	-16.9%	-9.8%	0.5%	0.5	-5.4%

All compounds of this part, previewed entries included:
SMILES	MBNL1-CUG inh	FBPA coupling cs	KCNH2 3.1 inh	S-ASM inh	hERG WT inh	a7 integrin act	CXXC DNA block	AT treatment	TRPV1 ag	GALK inhibitor
O=C(/C=C/c1ccccc1[N+](=O)[O-])N1CCN(c2ccccc2F)CC1	?	0.3	-10.1	-1.9%	2.7	30.3%	-1.1%	-2.5%	7.9	-1.3%
COc1ccc(C2C(C#N)=C(C)NC3=C2C(=O)c2ccccc23)cc1 (configuration not stated)	?	-1.5	13.4	-13.6%	2.3	-16.9%	-9.8%	0.5%	0.5	-5.4%
CCOc1ccc(CN2CCNC(=O)C2CC(=O)NCCCC2CCCC2)cc1 (configuration not stated)	253.5%[activator]	-0.4	17.2	.	8.0	-30.1%	5.5%	-0.4%	0.0	-3.9%
COc1ccc2cc(C(=O)OC(C)C)sc(=O)c2c1OC	?	0.8	-3.4	19.6%	-6.5	-6.6%	1.9%	-9.7%	12.6	-1.6%
O=C(COC(=O)c1ccc(OC(F)F)cc1)NCc1cccs1	.	.	-6.0	-0.6%	-2.6	-27.7%	.	2.4%	.	.
FC(F)(F)c1ccc(-c2nnc(-c3cccnc3)o2)cc1	-12.5%	-1.5	-5.8	-0.7%	-18.4	12.2%	4.2%	8.1%	?	-0.5%
CCC(CC)NC(=O)c1cc([N+](=O)[O-])ccc1N1CCOCC1	53.7%[activator]	5.3	?	-1.2%	1.1	-0.7%	6.2%	-6.9%	0.5	0.0%
Cc1ccccc1NC(=O)C(Cc1ccccc1)n1cccc1 (configuration not stated)	-6.1%	-1.3	-10.4	-0.1%	-1.8	16.4%	-13.1%	43.9%	.	0.1%
O=c1c(C(c2ccc(O)cc2)c2c(O)nc3n(c2=O)CCCS3)c(O)nc2n1CCCS2	-6.1%	-0.2	.	-1.0%	-19.4	-19.2%	?	-1.1%	-0.1	-2.0%
CC(C)C[C@H](NC(=O)N1CCn2c1nc1ccccc12)C(=O)NCC1CCCO1 (some centres not stated)	-4.7%	.	1.1	1.9%	17.1	11.9%	1.8%	-4.8%	-5.3	4.1%
Cn1c(=O)c2c(nc(SCC(=O)c3cccs3)n2Cc2ccc(F)cc2)n(C)c1=O	31.9%[activator]	1.4	7.0	-4.3%	13.3	8.9%	3.8%	1.7%	-3.2	2.2%
CCCS(=O)(=O)C(=C(Nc1ccc(OC)cc1)Nc1ccc(OC)cc1)S(=O)(=O)CCC	3.3%	3.1	-1.1	1.5%	12.8	-32.1%	-5.4%	1.5%	-3.3	0.8%
CC1CCCN(C(=O)CNC(=O)c2sc3ccccc3c2Cl)C1 (configuration not stated)	.	.	14.3	3.8%	21.5	17.3%	.	4.4%	21.7	.
COCC(C)NC(=S)NCCc1ccc(Cl)cc1Cl (configuration not stated)	-7.1%	-0.2	2.2	1.2%	.	?	-6.5%	-3.6%	?	-2.4%
COc1ccc(C(C(=O)NC2CCCCC2)N(C(=O)CCl)c2ccc(C)cc2)cc1 (configuration not stated)	-4.0%	3.5	7.5	-2.7%	-9.4	-42.7%[inhibitor]	1.7%	-10.5%	11.0	-3.3%
COCCn1c(SCC(=O)c2ccc(F)cc2)nnc1C(C)C	-3.8%	4.6	-6.5	5.0%	2.6	-10.6%	-3.8%	4.8%	1.6	-0.3%
S=C(NCc1cccnc1)Nc1ccc(Cl)cc1Cl	-24.8%	1.9	14.4	-3.2%	5.9	-13.9%	-8.6%	0.4%	?	4.1%
CC(C)c1nnc(NC(=O)C2CCCN2S(=O)(=O)c2ccc(Cl)cc2)s1 (configuration not stated)	-4.9%	-0.3	-7.1	5.1%	1.4	2.6%	-7.6%	9.2%	4.4	3.6%
Cc1ccc(S(=O)(=O)N2CCN(C(=O)N3CCOCC3)CC2)c(C)c1	-14.8%	-0.5	6.3	-0.3%	-2.8	9.3%	-5.2%	3.5%	10.6	.
CC1CCN(CCC(=O)Nc2ccc3c(c2)CCC3)CC1	?	2.1	2.6	5.2%	18.3	-12.9%	-4.3%	4.1%	-1.0	0.8%
O=C(Nc1ccc([N+](=O)[O-])cc1Br)c1cccnc1	.	2.3	-12.3	1.7%	13.1	0.7%	10.3%	-2.1%	-7.2	1.0%
N#Cc1cccc(OC(=O)c2ccc3c(=O)n4c(nc3c2)CCC4)c1	.	.	-11.9	2.1%	-3.9	28.9%	.	0.9%	-0.4	.
COC(=O)CCC(=O)NNC(=O)c1ccc(Cl)cc1Cl	-8.8%	0.1	0.1	1.4%	-8.1	-22.2%	0.9%	-2.5%	-1.1	0.7%
CCN(C(=O)CSc1nc2ccc(O)cc2c(=O)n1-c1ccc(OC)c(OC)c1)C1CCS(=O)(=O)C1 (configuration not stated)	.	.	-21.3	199.6%[activator]	-3.8	-11.0%	.	1.1%	-1.9	.
COc1ccc(C)cc1S(=O)(=O)N(CC(N)=O)Cc1ccccc1	-3.3%	2.5	4.0	2.8%	5.0	17.7%	-5.8%	2.5%	5.6	1.4%
COc1cc(/C=N/NC(=O)c2ccoc2C)ccc1O	8.9%	-0.9	11.8	8.7%	1.3	0.3%	5.3%	2.5%	-8.0	0.5%
Cc1c(C)n(CC(O)CN2CCN(C)CC2)c2ccccc12 (configuration not stated)	-3.5%	-2.6	11.2	6.8%	-8.4	-13.8%	-0.1%	-3.8%	0.3	0.9%
Cc1ccc(C(=O)NCCCNC(=O)c2ccccn2)cc1	-4.4%	2.6	-17.1	-0.4%	-13.8	13.9%	9.5%	-0.4%	0.1	0.5%
CCOC(=O)C1=C(c2ccccc2)OC(N)=C(C#N)C1c1ccc(Cl)s1 (configuration not stated)	-3.1%	-6.5	-5.8	-0.1%	2.5	-2.8%	3.2%	23.7%	.	-9.0%
CC(C)NC(=O)c1ccccc1NC(=O)CS(=O)(=O)Cc1ccccc1	-5.3%	-0.2	-25.4	2.3%	-6.3	-14.5%[7.66 µM]	18.6%	-4.0%	-4.4	1.6%
CCS(=O)(=O)n1nc(-c2ccco2)nc1N	10.9%	0.9	2.8	-2.9%	9.1	-9.2%	1.6%	-3.9%[11.5 µM]	-0.4	4.7%
NC(N)=Nc1nc(-c2ccccc2)c2ccccc2n1	?	-0.1	-0.3	10.2%	5.7	-32.3%	8.7%	-3.6%	-2.2	10.5%
CC(C)(C)C1CCc2onc(C(=O)NCc3ccc(F)cc3)c2C1 (configuration not stated)	-2.8%	-1.2	3.1	-5.8%	-5.1	19.5%	0.1%	-0.3%	?	-1.0%
CN(CC(=O)NC1CC1)S(=O)(=O)c1cc(Cl)ccc1Cl	-3.6%	.	1.4	-2.6%	3.7	-7.7%	-0.6%	9.6%	-5.8	-1.4%
Cc1[nH]c2ccccc2c1SCC(=O)N1CCOCC1	-7.4%	1.3	20.2	19.6%	6.0	9.9%	1.4%	25.0%	0.9	-0.3%
O=C(Oc1c(Cl)cc(Cl)c2cccnc12)c1cccc([N+](=O)[O-])c1	22.3%	-8.1	7.8	-1.7%	0.1	-18.3%	-5.8%	-1.8%	-3.2	0.1%
O=C(CCc1ccc(S(=O)(=O)N2CCOCC2)cc1)Nc1nc(COc2ccccc2)cs1	5.5%	-0.7	5.4	-10.4%	32.8	-9.6%[7.66 µM]	13.4%	2.6%	5.5	-0.1%
O=C(c1ccc(N2CCN(C(=O)c3cccc(F)c3)CC2)cc1)c1cccc(F)c1	9.8%	.	-10.2	-7.3%	3.4	-35.8%	20.3%	1.0%	?	-1.9%
COc1cccc(N=Cc2c(O)c3ccccc3oc2=O)c1	-9.8%	1.0	-5.7	14.5%	3.0	8.4%	-2.3%	-0.1%	28.9	-4.0%
CC(C)CCNS(=O)(=O)c1ccc(-c2ccc(S(=O)(=O)NCCC(C)C)cc2)cc1	1.9%	3.2	22.1	-2.6%	-11.8	14.8%	3.7%	2.4%	0.2	-0.1%
CC(C)(C)C1CCC(=O)N(CCC#N)CC1 (configuration not stated)	5.8%	2.7	19.4	2.6%	-3.7	14.9%	3.8%	-2.3%	3.6	.

Rows are unselected (roughly 2% active in at least one column).
